High-throughput results: PubChem BioAssay, several laboratories
GPR55 antagonists – GPR55 antagonists blocking LPI-driven arrestin recruitment, primary screen, imaging, U2OS, beta-arrestin-GFP, LPI agonist (AID 2013); G-protein coupled receptor 55 (Homo sapiens); U2OS GPR55 beta-arrestin-GFP translocation imaging, LPI antagonism; higher % means a stronger effect; 290,000 compounds, 0.13% hits; inhibition, % at 10 µM, or IC50 in µM where a hit was titrated;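 active means spots per cell inhibited over 60%, with over 100 cells counted and total cytoplasm intensity under 500,000; inconclusive means wells with under 100 cells, flagged as likely toxic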;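 further: U2OS cells stably carrying GPR55 and arrestin-GFP stimulated by 5 µM LPI near EC80; imaged beta-arrestin-GFP aggregate spots per cell after agonist stimulation; plate controls were LPI-stimulated DMSO wells for no effect and DMSO wells without LPI for full effect; some results filed as inactive read as strong as hits; confirmed hits need IC50 under 10 µM and bright autofluorescent wells are also inconclusive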
NS5 inhibitors – Dengue-2 NS5 methyltransferase inhibitors, primary screen, biochemical, confirmation dose response (AID 588689); Genome polyprotein (Dengue virus type 2 (strain 16681-PDK53)); Dengue-2 NS5 methyltransferase capping enzyme assay, biochemical; higher % means a stronger effect; inhibition, % at 25 µM; hits with a dose series show IC50 in µM; 340,000 compounds, 0.3% hits; in the data active means a potency from the dose series; inconclusive means inhibition above about 29% without an active follow-up result
AID2073 – inhibitors of Mint1-CaV2.2 protein interaction, biochemical, HTRF (AID 2073); Voltage-dependent N-type calcium channel subunit alpha-1B (Homo sapiens); HTRF protein-protein interaction, Mint1-CaV2.2; higher % means a stronger effect; inhibition, % at 20 µM, or IC50 in µM where a hit was titrated; 290,000 compounds, 0.19% hits; in the data active means inhibition mostly above about 51%, no sharp cut-off; inconclusive means no clear call, values can overlap the other calls; inactive means mostly below about 53%; further: some results filed as inactive read as strong as hits
Yfh1-off respiration – enhancers of respiration in Yfh1-depleted yeast, dose response, Friedreich's ataxia, plus single-dose screen (AID 1465). fold induction at 50 µM, or EC50 in µM where a hit was titrated. 220,000 compounds, 0.074% hits. S. cerevisiae Yfh1-off respiration, WST-1 reduction, 72 h; higher fold induction means a stronger effect;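 active means fold induction of absorbance versus untreated yeast above a set limit, then at least 30% activation at any dose in follow-up; inconclusive means repeats straddling the limit, or above it without dose testing; inactive means fold induction below the set limit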;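 further: activators that raise dye reduction in frataxin-depleted yeast; strong numbers were not always called active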
NTR1 ag – agonists of NTR1, primary screen, imaging, U2OS cells, beta-arrestin-GFP, high content (AID 493036); NTR1-U2OS beta-arrestin-GFP spot imaging, agonist mode; activation, % at 20 µM; 330,000 compounds, 0.17% hits; Neurotensin receptor type 1 (Homo sapiens), P30989;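 active means activation at or above 40% of the spot to cytoplasm intensity ratio, with at least 20 cells analyzed; inconclusive means wells under 20 cells, flagged as cytotoxic or low count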;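 further: 0% = DMSO without peptide and 100% = 100 nM NTR1 peptide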
Target sequence (P30989 whole entry, looked up): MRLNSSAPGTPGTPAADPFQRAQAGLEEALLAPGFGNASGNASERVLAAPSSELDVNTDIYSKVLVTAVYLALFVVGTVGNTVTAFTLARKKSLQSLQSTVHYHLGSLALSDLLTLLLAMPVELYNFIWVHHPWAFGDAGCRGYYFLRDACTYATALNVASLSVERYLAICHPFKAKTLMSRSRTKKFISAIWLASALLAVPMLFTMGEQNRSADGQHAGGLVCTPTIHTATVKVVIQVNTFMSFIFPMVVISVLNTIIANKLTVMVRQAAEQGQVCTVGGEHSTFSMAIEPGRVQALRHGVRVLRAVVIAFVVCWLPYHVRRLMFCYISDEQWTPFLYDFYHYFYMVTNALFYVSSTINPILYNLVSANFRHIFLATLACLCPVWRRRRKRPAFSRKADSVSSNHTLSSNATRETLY
MgcRacGAP inhibition – MgcRacGAP GTPase-activating activity inhibitors, confirmation, biochemical, ADP Hunter fluorescence | 340,000 compounds, 0.6% hits | inhibition, % at 30 µM; hits with a dose series show IC50 in µM | MgcRacGAP-stimulated Rac1 GTP hydrolysis, ADP Hunter fluorescence; higher % means a stronger effect; GST-tagged Rac1 F28L mutant substrate;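 active means first-screen hits whose inhibition reached a set limit at any dose in the follow-up dose series; inconclusive means inhibition above the set first-screen limit but never retested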;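 further: fluorescence reports GDP produced by GAP-driven GTP hydrolysis; strong numbers were not always called active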
GPR55 activation – GPR55 agonists via beta-arrestin recruitment, primary screen, imaging, U2OS cells, beta-arrestin-GFP redistribution (AID 1961); G-protein coupled receptor 55 (Homo sapiens); U2OS GPR55 beta-arrestin-GFP redistribution imaging; higher % means a stronger effect; activation, % at 10 µM, or EC50 in µM where a hit was titrated; 290,000 compounds, 0.048% hits;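 active means activation above 40% with more than 50 cells counted in the well; inconclusive means wells holding fewer than 50 cells, flagged as toxic or sparse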;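 further: U2OS osteosarcoma cells stably expressing GPR55 and beta-arrestin-GFP; plate controls were DMSO negative control for no effect and LPI positive control for full effect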
Large T inhibition – SV40 large T antigen inhibitors, biochemical (AID 1903) | SV40 large T antigen ATPase/helicase inhibition assay; higher % means a stronger effect | inhibition, % at 20 µM; hits with a dose series show IC50 in µM | 310,000 compounds, 0.39% hits; in the data active means a potency from the dose series; inconclusive means inhibition mostly from about 32% at the one dose, without a potency; inactive means the rest, 99 in 100 with inhibition below about 32%; further: strong numbers were not always called active
GPR35 arrestin U2OS – GPR35 antagonists blocking zaprinast-driven arrestin recruitment, primary screen, imaging, U2OS, beta-arrestin-GFP, zaprinast agonist (AID 2058). U2OS GPR35 beta-arrestin-GFP translocation imaging, zaprinast antagonism; higher % means a stronger effect. one-dose inhibition, % at 10 µM; IC50 in µM for titrated hits. 290,000 compounds, 0.052% hits;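 active means inhibition of at least 50% with at least 30 cells and total cytoplasm GFP at most 10,000,000; inconclusive means under 30 cells or total GFP of 10,000,000 plus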
NTR1 ag cell count 20 µM – also measured in NTR1 ag; calls as there; cell count; measured here: cell count, cytotoxicity flag
* marks the source's active call; other numbers are inactive results.

Results for Cc1ccc(C(=O)Nc2ccc(N3CCN(S(C)(=O)=O)CC3)cc2)cc1C ?
GPR55 antagonists: 0.3%; AID2073: 51.7%; Yfh1-off respiration: inactive; NTR1 ag: -1.4; GPR55 activation: -0.1%; Large T inhibition: 5.4%; GPR35 arrestin U2OS: -0.4%; NTR1 ag cell count 20 µM: 74

Results for CN(C)c1cc(-c2ccc(Cl)c(Cl)c2)oc(=O)c1Cl ?
GPR55 antagonists: -6.0%; NS5 inhibitors: 5.4%; AID2073: 25.2%; Yfh1-off respiration: inactive; NTR1 ag: 1.6; MgcRacGAP inhibition: 9.0%; GPR55 activation: 0.0%; Large T inhibition: 11.3%; GPR35 arrestin U2OS: -3.7%; NTR1 ag cell count 20 µM: 44

Results for CCC(CC)C(=O)N1CC(=O)Nc2ccc(C)cc2C1c1ccccc1 (stereo unspecified) ?
GPR55 antagonists: 2.4%; NS5 inhibitors: -9.3%; AID2073: 11.6%; NTR1 ag: 0.0; MgcRacGAP inhibition: 3.5%; GPR55 activation: 0.3%; Large T inhibition: 8.2%; GPR35 arrestin U2OS: -5.0%; NTR1 ag cell count 20 µM: 60

What do the screens show for `COc1ccc(N2CCN(c3nc4c(c(=O)n(C)c(=O)n4C)n3Cc3ccccc3)CC2)cc1`?
GPR55 antagonists: 22.6%; NS5 inhibitors: -9.0%; AID2073: -5.0%; Yfh1-off respiration: inactive; NTR1 ag: 1.0; MgcRacGAP inhibition: inconclusive; GPR55 activation: 0.0%; Large T inhibition: inconclusive; GPR35 arrestin U2OS: -7.3%; NTR1 ag cell count 20 µM: 36

What do the screens show for `Cc1ccc(NC(=O)C(Nc2ccccc2)c2ccccc2)cc1` (stereo unspecified)?
GPR55 antagonists: 7.9%; NS5 inhibitors: 0.9%; AID2073: -3.5%; Yfh1-off respiration: inactive; NTR1 ag: 0.8; MgcRacGAP inhibition: 7.6%; GPR55 activation: -0.2%; Large T inhibition: 3.2%; GPR35 arrestin U2OS: 3.5%; NTR1 ag cell count 20 µM: 70

What do the screens show for `O=c1c2ccccc2[nH]c(=S)n1CCCN1CCN(c2ccccc2F)CC1`?
GPR55 antagonists: 11.2%; NS5 inhibitors: -7.5%; AID2073: -31.3%; NTR1 ag: 6.9; MgcRacGAP inhibition: 9.3%; GPR55 activation: 0.0%; Large T inhibition: 24.7%; GPR35 arrestin U2OS: 12.7%; NTR1 ag cell count 20 µM: 92

How did CS(=O)(=O)Nc1ccc(C(=O)Nc2ccc(S(=O)(=O)Nc3nccs3)cc2)cc1 do in these assays?
GPR55 antagonists: 10.6%; NS5 inhibitors: 4.2%; AID2073: 11.4%; NTR1 ag: -0.1; MgcRacGAP inhibition: 8.0%; GPR55 activation: -0.1%; Large T inhibition: 3.0%; GPR35 arrestin U2OS: 3.5%; NTR1 ag cell count 20 µM: 61

Results for Cc1cccc(C)c1NC(=O)COC(=O)Cc1ccsc1 ?
GPR55 antagonists: 3.3%; NS5 inhibitors: 3.6%; AID2073: 3.5%; Yfh1-off respiration: inactive; NTR1 ag: -1.1; MgcRacGAP inhibition: 8.2%; GPR55 activation: -0.3%; Large T inhibition: 9.1%; GPR35 arrestin U2OS: -1.7%; NTR1 ag cell count 20 µM: 82

Results for CC(=O)c1ccc(NS(=O)(=O)c2ccc3c(c2)N(C(C)=O)CCO3)cc1 ?
GPR55 antagonists: -13.8%; NS5 inhibitors: -3.9%; AID2073: 1.2%; NTR1 ag: -0.5; MgcRacGAP inhibition: 14.8%; GPR55 activation: -0.1%; Large T inhibition: 16.3%; GPR35 arrestin U2OS: -4.7%; NTR1 ag cell count 20 µM: 45

Results for CCCS(=O)(=O)N1CCN(c2ccccn2)CC1 ?
GPR55 antagonists: -6.7%; NS5 inhibitors: 4.3%; AID2073: 1.8%; Yfh1-off respiration: inactive; NTR1 ag: -3.7; MgcRacGAP inhibition: -1.6%; GPR55 activation: -0.1%; Large T inhibition: -5.3%; GPR35 arrestin U2OS: 5.9%; NTR1 ag cell count 20 µM: 73

How did CCCCNC(=O)C1CCC(CNS(=O)(=O)c2ccc(NC(C)=O)cc2)CC1 (stereo unspecified) do in these assays?
GPR55 antagonists: -8.0%; NS5 inhibitors: 1.9%; AID2073: -4.8%; Yfh1-off respiration: inactive; NTR1 ag: 1.4; MgcRacGAP inhibition: -0.1%; GPR55 activation: -0.2%; Large T inhibition: 15.0%; GPR35 arrestin U2OS: -3.5%; NTR1 ag cell count 20 µM: 58

What do the screens show for `COCCn1c(C)cc(C(=O)COC(=O)C2CC(=O)N(CCc3ccc(OC)c(OC)c3)C2)c1C` (stereo unspecified)?
NS5 inhibitors: 7.2%; NTR1 ag: -0.7; MgcRacGAP inhibition: 2.7%; Large T inhibition: 21.2%; NTR1 ag cell count 20 µM: 61

Results for CCC(Oc1ccccc1)C(=O)Nc1ccc(S(=O)(=O)Nc2ncccn2)cc1 (stereo unspecified) ?
GPR55 antagonists: -11.9%; NS5 inhibitors: -15.0%; AID2073: -0.4%; NTR1 ag: 3.7; MgcRacGAP inhibition: -13.7%; GPR55 activation: -0.1%; Large T inhibition: -0.4%; GPR35 arrestin U2OS: 1.6%; NTR1 ag cell count 20 µM: 53

Results for COC(=O)CCn1nc(-c2ccc(C)cc2)c2ccccc2c1=O ?
GPR55 antagonists: -3.5%; NS5 inhibitors: -2.3%; AID2073: 1.9%; Yfh1-off respiration: inactive; NTR1 ag: 1.9; MgcRacGAP inhibition: 5.8%; GPR55 activation: 0.1%; Large T inhibition: 5.3%; GPR35 arrestin U2OS: 9.0%; NTR1 ag cell count 20 µM: 74

How did CCOC(=O)N1CCN(S(=O)(=O)c2ccc(C(=O)NNc3nc4c(C)cc(C)cc4s3)cc2)CC1 do in these assays?
GPR55 antagonists: 0.2%; AID2073: 28.9%; Yfh1-off respiration: inactive; NTR1 ag: 1.4; GPR55 activation: -0.3%; Large T inhibition: 20.9%; GPR35 arrestin U2OS: -10.1%; NTR1 ag cell count 20 µM: 50

Results for Cc1nc(N2CCN(C)CC2)c2c(C)c(C(=O)Nc3ccc(C)c(F)c3)sc2n1 ?
GPR55 antagonists: 15.9%; NS5 inhibitors: -3.2%; AID2073: -2.3%; Yfh1-off respiration: inactive; NTR1 ag: 1.3; MgcRacGAP inhibition: 9.9%; GPR55 activation: -0.1%; Large T inhibition: 0.6%; GPR35 arrestin U2OS: 3.0%; NTR1 ag cell count 20 µM: 55

What do the screens show for `O=C1c2ccccc2C(=O)C1Cc1cccc2ccccc12`?
GPR55 antagonists: 2.4%; NS5 inhibitors: 17.2%; AID2073: -3.9%; Yfh1-off respiration: inactive; NTR1 ag: 0.7; MgcRacGAP inhibition: 19.5%; GPR55 activation: -0.1%; Large T inhibition: 13.5%; GPR35 arrestin U2OS: 14.0%; NTR1 ag cell count 20 µM: 65

Results for O=C(Nc1ccccc1)c1ccc(Nc2c([N+](=O)[O-])cc([N+](=O)[O-])c3ccccc23)cc1 ?
GPR55 antagonists: 16.8%; NS5 inhibitors: -4.4%; AID2073: 43.5%; Yfh1-off respiration: inactive; NTR1 ag: 2.8; MgcRacGAP inhibition: -4.8%; GPR55 activation: 0.1%; Large T inhibition: 11.5%; GPR35 arrestin U2OS: -13.9%; NTR1 ag cell count 20 µM: 40

Results for CCOC(=O)C(C(=O)OCC)C1OC(=O)c2cc3c(cc21)C(=O)OC3C(C(=O)OCC)C(=O)OCC (stereo unspecified) ?
GPR55 antagonists: -0.8%; NS5 inhibitors: 10.9%; AID2073: 16.4%; Yfh1-off respiration: inactive; NTR1 ag: -1.5; MgcRacGAP inhibition: 22.4%; GPR55 activation: 0.0%; Large T inhibition: 3.0%; GPR35 arrestin U2OS: 10.2%; NTR1 ag cell count 20 µM: 36

What do the screens show for `COc1ccc(NC(=O)c2cnc(C)cn2)cc1-n1cnnn1`?
GPR55 antagonists: 7.1%; NS5 inhibitors: 0.0%; AID2073: 3.3%; Yfh1-off respiration: inactive; NTR1 ag: -3.4; MgcRacGAP inhibition: 1.5%; GPR55 activation: 0.3%; Large T inhibition: 5.0%; GPR35 arrestin U2OS: 8.9%; NTR1 ag cell count 20 µM: 85

How did CCOC(=O)c1sc2nc(NC(=O)C3CC3)sc2c1C do in these assays?
GPR55 antagonists: 18.6%; NS5 inhibitors: -1.4%; AID2073: 21.8%; Yfh1-off respiration: inactive; NTR1 ag: 2.1; MgcRacGAP inhibition: 10.5%; GPR55 activation: -0.2%; Large T inhibition: 13.4%; GPR35 arrestin U2OS: 12.8%; NTR1 ag cell count 20 µM: 66

How did CSc1ccccc1NC(=O)Nc1cccc(Cl)c1C do in these assays?
GPR55 antagonists: -0.1%; NS5 inhibitors: -6.9%; AID2073: 9.2%; Yfh1-off respiration: inactive; NTR1 ag: 0.5; MgcRacGAP inhibition: 2.9%; GPR55 activation: -0.2%; Large T inhibition: -0.5%; GPR35 arrestin U2OS: -9.7%; NTR1 ag cell count 20 µM: 34

How did O=C(NC1CCCCC1)C1CCN(S(=O)(=O)N2CCOCC2)CC1 do in these assays?
GPR55 antagonists: -18.4%; NS5 inhibitors: 3.2%; AID2073: 9.6%; Yfh1-off respiration: inactive; NTR1 ag: -0.1; MgcRacGAP inhibition: 9.4%; GPR55 activation: -0.1%; Large T inhibition: 1.9%; GPR35 arrestin U2OS: 4.9%; NTR1 ag cell count 20 µM: 63

What do the screens show for `CC(=O)c1ccc(NC(=O)C2CCCN2S(=O)(=O)c2cccc3cccnc23)cc1` (stereo unspecified)?
GPR55 antagonists: 4.8%; NS5 inhibitors: -6.7%; AID2073: -1.0%; Yfh1-off respiration: inactive; NTR1 ag: -0.9; MgcRacGAP inhibition: -3.5%; GPR55 activation: 0.7%; Large T inhibition: -2.4%; GPR35 arrestin U2OS: -17.5%; NTR1 ag cell count 20 µM: 45

How did C/C(=N\NC(=O)c1ccc(NS(=O)(=O)c2cccs2)cc1)c1ccccn1 do in these assays?
GPR55 antagonists: -1.8%; AID2073: -3.0%; Yfh1-off respiration: inactive; NTR1 ag: 0.3; GPR55 activation: -0.6%; Large T inhibition: 4.7%; GPR35 arrestin U2OS: -6.9%; NTR1 ag cell count 20 µM: 44

How did Cc1ccc(OCC(=O)NNC(=O)CSc2ncnc3sc(C)c(C)c23)cc1 do in these assays?
GPR55 antagonists: 2.8%; NS5 inhibitors: -10.8%; AID2073: 21.7%; Yfh1-off respiration: inactive; NTR1 ag: -1.2; MgcRacGAP inhibition: 5.5%; GPR55 activation: -0.2%; Large T inhibition: 24.1%; GPR35 arrestin U2OS: -7.8%; NTR1 ag cell count 20 µM: 38
